Compound activity as filed in PubChem.
USP2a inh – qHTS Assay for Inhibitors of Ubiquitin-specific Protease USP2a Using CHOP2 as the Reporter. Ubiquitin carboxyl-terminal hydrolase 2 (Homo sapiens), O75604. hit rate 0.01% among 330,000. Potency, µM (series often up to 38.3 µM), without a hit: at the highest dose activity change, negative = inhibition, hits mostly inhibitors. USP2 core, Ub-CHOP2 coupled fluorogenic reporter, 485/531;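 note: potency is the fitted concentration of half-maximal effect; plate controls were DMSO wells for no effect and full inhibition by NEM control for full effect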
Target sequence (O75604 whole entry, looked up): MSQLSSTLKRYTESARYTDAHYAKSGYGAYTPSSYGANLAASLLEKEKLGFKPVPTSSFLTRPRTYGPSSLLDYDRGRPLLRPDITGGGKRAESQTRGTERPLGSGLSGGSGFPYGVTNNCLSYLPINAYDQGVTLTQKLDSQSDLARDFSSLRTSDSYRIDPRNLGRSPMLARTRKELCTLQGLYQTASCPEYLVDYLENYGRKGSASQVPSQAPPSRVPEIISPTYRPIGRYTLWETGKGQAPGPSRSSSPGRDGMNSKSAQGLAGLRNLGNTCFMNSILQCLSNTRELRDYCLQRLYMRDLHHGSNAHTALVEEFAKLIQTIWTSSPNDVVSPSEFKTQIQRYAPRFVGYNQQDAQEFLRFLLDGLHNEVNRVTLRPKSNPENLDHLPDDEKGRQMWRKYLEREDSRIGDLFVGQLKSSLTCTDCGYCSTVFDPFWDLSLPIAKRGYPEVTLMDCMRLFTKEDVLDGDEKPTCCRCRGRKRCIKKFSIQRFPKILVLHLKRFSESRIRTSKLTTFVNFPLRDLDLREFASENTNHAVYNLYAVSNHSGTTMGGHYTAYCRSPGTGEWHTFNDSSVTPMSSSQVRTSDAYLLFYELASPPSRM
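Deubiquitinase activity read as fluorescence (485/531 nm) after Ub-CHOP2 cleavage activates the enterokinase reporter on its substrate; USP2 core 10nM, Ub-CHOP2 and substrate 25nM each, 30min compound preincubation then 60min RT; data normalized to NEM, curves fitted.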
TRPV1 agonist – HTS Assay for Compounds that Act as Agonists of the Vanilloid Receptor 1; Transient receptor potential cation channel subfamily V member 1 (Homo sapiens), Q8NER1; TRPV1-expressing cells, Fluo-8 calcium influx, agonist mode; activation, % at 8.33 µM; hit rate 0.19% among 320,000; in the data active = activation above about 80%; inconclusive = between about 30% and that limit; note: 0% is about no effect
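TRPV1-expressing cells were cultured overnight at 35.5C and loaded with Fluo-8 calcium dye for 40 to 90 min at room temperature. After a 10 s baseline, compound was added and calcium influx was read kinetically for 3 min (ex 480/em 520 nm).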
B2AR arrestin – qHTS assay of beta-arrestin-biased ligands of beta2-adrenergic receptor | Beta-2 adrenergic receptor (Homo sapiens), P07550 | AID 492947, 2010 | Potency, µM (titrated, usually from 46.1 µM), for the others: top-dose activation, most hits filed as activators | beta-arrestin recruitment to beta2AR, cell-based reporter | hit rate 0.02% among 330,000;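 note: potency is the fitted concentration of half-maximal effect; 0% = DMSO controls and full agonism = EC100 isoproterenol or metaproterenol; nearly all actives have a fitted effect of over 65% in size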
Coupling enz – qHTS Assay for Inhibitors of Fructose-1,6-bisphosphate Aldolase from Giardia Lamblia: Coupling assay counterscreen; hit rate 0.67% among 290,000; coupling enzyme system counterscreen, AmpLite Red fluorescence; activity change, negative = inhibition, % at 58.2 µM, hits read low; in the data active = activity change below about -30%; note: % is set by controls: 0 for no effect and ±100 for the full control effect
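Fluorescence at 525 nm excitation and 598 nm emission measured inhibition of the coupled detection system without aldolase. Compounds (at 57.5 uM final) were preincubated 10 min at room temperature with coupling enzyme reagent before a 20 min substrate/AmpLite Red step.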
Giardia killer – Small Molecules that selectively kill Giardia lamblia: qHTS. Giardia lamblia trophozoite viability. activity change, % at 7.66 µM, hits read low. AID 540267, 2011. hit rate 0.15% among 340,000; in the data active = activity change below about -80%; inconclusive = between about -30% and that limit;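 note: parasites exposed to compound for two days anaerobically before the ATP read; % is set by controls: 0 for no effect and ±100 for the full control effect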
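Viability, read as ATP luminescence: trophozoites at 100 cells/well, compound added, 48 hrs anaerobic at 37 deg C, then 15-30 min room-temperature development before reading.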
GALK inh – qHTS Assay for Inhibitors of Human Galactokinase (GALK); Purified GALK, Kinase-Glo residual ATP luminescence; P51570; hit rate 0.007% among 270,000; Potency, µM (series often up to 57.5 µM), for the others: at the top dose activity change, negative = inhibition, actives largely listed as inhibitors; note: potency is the fitted concentration of half-maximal effect; % is set by controls: 0 for no effect and ±100 for the full control effect
Target sequence (P51570 whole entry, looked up): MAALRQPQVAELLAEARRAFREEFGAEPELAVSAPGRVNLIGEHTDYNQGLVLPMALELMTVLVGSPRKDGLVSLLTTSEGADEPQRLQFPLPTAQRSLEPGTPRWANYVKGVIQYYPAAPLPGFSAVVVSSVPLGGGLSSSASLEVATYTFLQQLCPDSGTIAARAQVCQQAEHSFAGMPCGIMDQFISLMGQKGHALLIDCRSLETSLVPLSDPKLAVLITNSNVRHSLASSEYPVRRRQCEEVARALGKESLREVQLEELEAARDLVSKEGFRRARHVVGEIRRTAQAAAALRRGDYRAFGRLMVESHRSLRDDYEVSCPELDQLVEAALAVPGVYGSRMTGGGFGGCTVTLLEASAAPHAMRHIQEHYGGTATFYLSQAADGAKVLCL
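GALK at 5 nM final was combined with compound, 35 uM ATP and 100 uM galactose in HEPES pH8.0 with MgCl2 and DTT. The reaction ran one hour at room temperature before luminescent ATP detection.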
MLL CXXC-DNA inh – qHTS Fluorescence Polarization Assay for Inhibitors of MLL CXXC domain - DNA interaction. Histone-lysine N-methyltransferase 2A (Homo sapiens), Q03164. MLL-CXXC / FITC-HOXA9 DNA fluorescence polarization. Potency, µM (highest dose often 115 µM), inactives show top-dose activity change, negative = inhibition, actives largely listed as inhibitors. hit rate 0.037% among 290,000. AID 2662, 2010; active = well fitted inhibition curve with a large enough effect in the polarisation, with a control signal flat, not every such curve was filed as active; inconclusive = small, poorly fitted or top-dose-only effect, or effect the other way, or a change in a side signal; inactive = no such curve, though single readings can be large or run the other way; the % refers to the polarisation; note: potency is the fitted concentration of half-maximal effect
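Steps: dispense CXXC domain solution (7 uM) → pin compounds or unlabeled HOX-A9 DNA control → 5 min ambient → add FLSN-HOX-A9 solution (50 nM) → spin → 30 min ambient → fluorescence polarization. Tris pH 7.5/NaCl/DTT/BSA buffer.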
Menin MLL FP TR – qHTS Assay for Inhibitors Targeting the Menin-MLL Interaction in MLL Related Leukemias: Competition With Texas Red Labeled MLL-derived Mutant Peptide; O00255; Menin + Texas Red MLL mutant peptide, fluorescence polarization; Potency, µM (doses to about 61.6 µM), inactives show at the top dose FP activity change, negative = inhibition, actives largely listed as inhibitors; hit rate 0.23% among 270,000; active = well fitted inhibition curve with a large enough effect in the polarisation, with a control signal flat, not every such curve was filed as active; inconclusive = small, poorly fitted or top-dose-only effect, or effect the other way, or a change in a side signal; inactive = no such curve, though single readings can be large or run the other way; the % refers to the polarisation; note: potency is the fitted concentration of half-maximal effect; % of control where 0% means no effect; many of its hits are not listed in these tables
PKM2 act – qHTS Assay for Activators of Human Muscle isoform 2 Pyruvate Kinase. Pyruvate kinase PKM (Homo sapiens), P14618. hit rate 0.34% among 260,000. purified PKM2, Kinase-Glo ATP luminescence, activation; response scale: 0% is enzyme alone, no compound. Potency, µM (top dose mostly 57.5 µM), inactives show at the highest dose activation, actives largely listed as activators; note: potency is the fitted concentration of half-maximal effect; % is set by controls: 0 for no effect and ±100 for the full control effect; nearly all actives have a fitted effect of over 55% in size
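Kinase-Glo luminescence reports ATP generated from ADP (0.1 mM) and PEP (0.5 mM) by purified hPK-M2 after 1 h at room temperature, pH 7.2 imidazole buffer; intermediate enzyme activity allows detecting inhibitors and activators.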
KCNH2 3.1 block – qHTS for Inhibitors of KCHN2 3.1: Mutant qHTS. U2OS KCNH2 3.1, thallium flux FluxOr; hits give low values. activity change, % (tested at about 1.8 µM). hit rate 0.95% among 340,000. AID 720553, 2013;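 active = maximum activity change below -70%; inconclusive = maximum activity change from -70% to -50%; inactive = maximum activity change above -50%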;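 note: thallium influx rate constant from kinetic fluorescence after stimulation buffer; % is set by controls: 0 for no effect and ±100 for the full control effect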
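Kinetic fluorescence (2 min after stimulation buffer) measures Tl+ influx through KCNH2 3.1 expressed by viral transduction in U2OS cells; the rate constant is normalized against DMSO controls serving as positive and negative references.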
KCNH2 WT inh – qHTS for Inhibitors of KCHN2 3.1: Wildtype qHTS. U2OS, BacMam KCNH2, thallium flux FluxOr; hits give low values. activity change, % at 1.84 µM. hit rate 0.37% among 340,000;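 active = maximum activity change below -70%; inconclusive = maximum activity change between -70% and -50%; inactive = maximum activity change above -50%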; note: % is set by controls: 0 for no effect and ±100 for the full control effect
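U2OS cells transduced with wild-type KCNH2 virus are loaded with FluxOr dye for 45 min, and thallium flux is measured in kinetic reads before and after stimulation buffer. Rate constants are normalized to DMSO controls.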
Active calls of the source: *; i = inactive; ? = inconclusive; . = not tested or not shown; & = joins results of further samples; [ ] = dose if it differs, or a comment. Unless noted, calls come from the whole dose curve; as a rule, active = well fitted curve in the direction sought with a large enough effect; inconclusive = small, poorly fitted or top-dose-only effect, or another doubt; inactive = no such curve, though single readings can be large; an effect the other way counts as inactive or inconclusive. Not all compounds are listed; rates above refer to the full screens.

SMILES	USP2a inh	TRPV1 agonist	B2AR arrestin	Coupling enz	Giardia killer	GALK inh	MLL CXXC-DNA inh	Menin MLL FP TR	PKM2 act	KCNH2 3.1 block	KCNH2 WT inh
O=C(C1CCCN(c2nnc(-n3cccc3)s2)C1)N1CCN(c2ccccc2)CC1 (stereo not given)	-12%	18	0.4%	-2	0	2%	2%	2%	-8%	-4	25
CCNS(=O)(=O)c1ccc(NC(=S)NCc2ccco2)cc1	3%	-4	-1.3%	5	-6	1%	16%	16%	1%	-15	1
CCOC(=O)C1CCN(Cc2nnc(-c3ccccc3C)o2)CC1	3%	-4	-1.1%	-11	-5	-2%	68%[activator]	?	.	-10	2
COCC(C)OC(=O)c1c(N)n(CCCN2CCOCC2)c2nc3ccccc3nc12 (stereo not given)	-1%	0	0.3%	1	-11	-2%	-8%	.	3%	8	-30
CC(C)COCC(O)CCC(=O)NNC(=S)Nc1ccccc1 (stereo not given)	3%	1	0.2%	1	2	0%	-2%	4%	0%	-12	10
Cc1cc(OCc2cc(C(=O)N(C)CCc3cnn(C)c3)no2)cc(C)c1Cl	2%	?	0.0%	0	-26	2%	8%	3%	.	-11	-14
COc1cccc(OC)c1C(=O)NC(C)c1ccccc1 (stereo not given)	2%	-1	-0.3%	2	-15	1%	6%	-14%	5%	-1	-1
Cc1cc(C)cc(NC(=O)Cn2cc(C=O)c3ccccc32)c1	-3%	-4	-0.9%	-2	7	-3%	0%	11%	-4%[11.5 µM]	6	-14
O=C(NCCc1ccc(Cl)cc1)c1nnc(Cc2ccc(Cl)cc2)o1	1%	7	-0.2%	-3	7	.	7%	-1%	-2%	-5	-4
CC(=O)N(c1nc(CCl)cs1)c1c(C)cc(C)cc1C	0%	-3	-1.1%	4	-12	1%	1%	4%	-3%	-13	i
Cc1nnsc1-c1nc2ccccc2[nH]1	0%	5	0.3%	-1	10	4%	-9%	-2%	-8%	15	3
N#CCCN(C(=O)COC(=O)c1ccc2c(=O)n3c(nc2c1)CCC3)c1ccccc1	-1%	2	-0.1%	-4	0	-2%	16%	-21%	-7%	3	-2
Cc1cc(C(=O)OCC(=O)Nc2nnc(C(C)C)s2)c2ccccc2n1	2%	-3	-0.7%	-1	-13	1%	8%	-1%	0%	9	5
CCN(CC)c1ccc2c(c1)C(=O)N(C)C2=O	1%	1	-0.2%	3	7	-1%	-1%	3%	4%	2	-1
OCCC1CN(Cc2cnc(-c3ccccc3)s2)CCN1C1CCCCC1 (stereo not given)	0%	-2	-0.2%	3	11	-1%	0%	-10%	3%	-3	10
COc1ccc(S(=O)(=O)Nc2noc3ccccc23)cc1OC	4%	0	0.4%	2	0	3%	20%	22%	.	10	7
O=C(O)C1(c2ccccc2)CCN(S(=O)(=O)c2ccc(Cl)cc2)CC1	3%	-1	-0.6%	5	-5	3%	-19%	1%	0%	3	-3
COc1ccc(-c2cn3cc(C(=O)NN)ccc3n2)cc1	0%	0	0.2%	-2	-9	-1%	0%	27%	-7%	-11	0
O=C1CC(NS(=O)(=O)c2cccnc2)CN1c1cccc(F)c1 (stereo not given)	7%	8	4.6%	.	-7	.	.	.	.	6	-2
Cc1nn(CCC(=O)NNC(=S)NCC(C)C)c(C)c1Br	5%	1	8.9%	1	-3	-2%	-9%	0%	3%	-3	-13
Cc1nc2c3ccccc3nc(NNC(=O)CCC(=O)NCCN3CCN(c4ccccc4F)CC3)n2n1	1%	0	0.0%	.	-16	1%	-4%	.	.	-2	0
COc1cc2c(c(OC)c1OC)-c1ccc(N(C)CC(OC)OC)c(=O)cc1[C@@H](NC(C)=O)CC2	1%	-4	0.5%	-7	-4	0%	-21%	-9%	.	-9	-2
O=C(Nc1ccncc1)c1cc(S(=O)(=O)N2CCN(c3ccccc3)CC2)ccc1Cl	-1%	12	-0.2%	.	-4	.	.	.	.	-3	5
Cc1ccccc1-n1nc(C)c2cc(C(=O)N3CCN(S(=O)(=O)c4ccc(Cl)cc4)CC3)sc21	2%	-1	0.1%	0	11	2%	24%	-7%	-1%	-12	-24
CCOc1ccc(S(=O)(=O)N(CC)CC(=O)NCc2ccco2)cc1C	2%	7	-1.1%	0	-13	16%	-5%	-20%	-1%	-18	1
O=C(Nc1ccc(F)cc1F)c1cc2ncc(CCCl)cn2n1	2%	24	-0.6%	3	12	.	-1%	6%	-5%	-11	12
Oc1ccc(-c2[nH]nc(-c3ccccc3)c2-c2nc3ccccc3[nH]2)cc1	2%	3	0.1%	7	-4	-1%	0%	20%	7%	5	-17
COc1ccc(-c2c(C)n([O-])c3c([n+]2=O)CCCCC3)cc1OC	2%	1	0.1%	1	2	0%	-2%	2%	5%	?	-2
NC(=O)c1cc(NC(=O)c2ccc(NS(=O)(=O)c3cccs3)cc2)cc(C(N)=O)c1	1%	-2	-0.1%	-1	-10	-1%	-27%	.	-2%	-3	-12
COc1cccc(NC(=O)CSc2nc3ncc(Br)cc3[nH]2)c1	-1%	25	0.1%	1	-8	6%	2%	23%	17%	-6	-5
Cc1ccc(S(=O)(=O)N(CC(O)CN2CCOCC2)c2cccc([N+](=O)[O-])c2)cc1 (stereo not given)	2%	2	0.2%	5	9	2%	19%	-10%	-6%	16	10
CN(CCOc1ccccc1)S(=O)(=O)c1ccc2oc3ccccc3c2c1	-4%	-2	0.0%	-2	4	-1%	-1%	-19%	-8%	-15	8
CCn1cc(-c2csc(N)n2)c(C)n1	2%	4	0.1%	0	3	-1%	2%	-8%	8%	-3	-2
CCOCCCNC(=O)C(NC(=O)Cc1c[nH]c2ccccc12)c1ccc(OC)cc1 (stereo not given)	3%	1	-0.2%	3	-5	-1%	-2%	1%	6%	-6	-11
Cc1ccc(OCC(=O)NCCNC(=O)c2ccncc2)cc1	2%	1	-0.3%	-4	0	-2%	-2%	-11%	.	-2	3
O=C(NCCn1cc(SCC(=O)N2CCOCC2)c2ccccc21)c1ccccc1	1%	-1	-0.3%	-9	-6	-4%	1%	5%	-14%	35	-7
COc1ccc(C(C#N)Nc2ccc(C)cc2)cc1 (stereo not given)	4%	0	0.2%	0	-8	0%	9%	-2%	1%	3	-4
COc1ccc(S(=O)(=O)N2CCN(C/C=C/c3ccccc3)CC2)cc1NC(C)=O	3%	-1	4.6%	3	7	2%	-5%	-4%	5%	?	?
CN1CCN(P(=O)(c2ccccc2)c2nc3ccccc3s2)CC1 (stereo not given)	0%	-2	-1.0%	-1	12	-1%	4%	4%	-5%	7	-4
Cc1nc2ccc(NC(=O)N3CCOCC3)cc2s1	2%	3	0.1%	-1	-12	-4%	1%	.	-1%	3	-2
O=C(COc1ccc2c(c1)oc(=O)c1ccccc12)N[C@@H](Cc1ccccc1)C(=O)O	6%	-1	-0.7%	3	-7	.	-7%	9%	-2%	1	-5
Cc1cc(C)nc(N2CCCC(C(=O)Nc3cccc(Cl)c3)C2)n1 (stereo not given)	8%	?	6.2%	0	1	1%	24%	3%	1%	-48	-2
CC(C)(Oc1ccc(CCNC(=O)c2ccc(Cl)cc2)cc1)C(=O)O	-2%	3	0.2%	8&5&3	-7	-1%	-1%	2%	3%	0	-3
COc1ccc(N(CC(=O)N2CCC(C(N)=O)CC2)S(=O)(=O)c2ccccc2)cc1	0%	-2	-0.1%	4	2	-2%	-4%	-1%	0%	1	-2
CC(=O)N[C@@H](C)C(=O)N1CCC(n2nccc2NC(=O)CCCc2ccccc2)CC1	0%	6	0.4%	0	6	-8%	5%	-8%	.	8	2
O=[N+]([O-])c1ccc(O)c(NC(=S)Nc2ccccc2)c1	3%	-5	-0.1%	3	-19	-2%	4%	15%	-2%	1	8
O=c1[nH]nc2n1CCCCC2	-1%	-2	-0.1%	-2	-6	0%	7%	4%	-4%	6	-15
COC(=O)C(C)N(C#N)c1nc(C)nc(C)n1 (stereo not given)	0%	-1	0.3%	1	-8	0%	-6%	-20%	-1%	2	-1
